Bioassay records from PubChem BioAssay.
Abeta yeast res: restores growth of yeast expressing A-beta42 peptide. AID 1347071. Potency, µM (top dose mostly 46.1 µM), for inactives: at the highest dose growth rescue, actives largely listed as activators. yeast expressing A-beta42, growth rescue, OD600, 48 h; response scale: 0% DMSO, 100% iron-clioquinol control. 410,000 tested, 0.063% active; further: potency means the concentration at half of the fitted maximal effect; nearly all actives have a fitted effect of over 55% in size
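Yeast A-beta toxicity model in growth medium with pinned compounds, 48 h at 30 C; growth read as absorbance at 600 nm. Normalized to FeCl3/clioquinol equimolar mix (positive) and DMSO (negative).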
EPAC1 agonist: agonists of human EPAC1 | EPAC1 agonist qHTS, biochemical assay; response scale: 100% = response to 6.5 mM cAMP | 360,000 tested, 0.073% active | O95398 | Potency, µM (titrated, usually from 154 µM), for inactives: at the highest dose activation, actives largely listed as activators; further: potency means the concentration at half of the fitted maximal effect; nearly all actives have a fitted effect of over 60% in size
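Read-out is the fluorescence drop as BODIPY-GDP leaves Rap1B (480 nm excitation, 540 nm emission), recorded every 5 minutes over 30 minutes. Reactions held 100 nM EPAC1, 250 nM Rap1B–BODIPY-GDP and 50 uM GDP, with 6.5 mM cAMP setting full activation.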
PI5P4K alpha inh: inhibitors of human PI5P4K alpha; P48426; PI5P4Kalpha enzyme, ADP-Glo luminescence, 60 min; active compounds read low; max response, %; 330,000 tested, 1.2% active; AID 652105; active means max response of -50% or lower; inconclusive means between -30% and -50%; inactive means -30% or higher; further: value at the top dose of about 77 µM; on the % scale 0 is the no-effect control and ±100 the full control effect
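Reactions run in 0.038 M HEPES pH 7.4, 0.28 mM EGTA, 0.1% CHAPS and 5% DMSO, with PI5P4Kalpha, substrate, compound and 5 microM ATP final, one hour at room temperature. Readout is ADP-Glo luminescence.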
EPAC1 antagonist: EPAC1 (human) antagonism; EPAC1 GEF assay, Rap1b-BODIPY-GDP exchange fluorescence; Potency, µM (titrated, usually from 115 µM), for inactives: top-dose activity change, negative = inhibition, actives largely listed as inhibitors; 360,000 tested, 0.14% active; AID 720709;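 further: potency means the concentration at half of the fitted maximal effect; plate controls were vehicle for no effect and positive control for full effect; nearly all actives have a fitted effect of over 50% in size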
WRN inhibitor: blocks human WRN helicase. WRN helicase unwinding, fluorescent forked duplex, kinetic. Potency, µM (highest dose often 114 µM), inactives show at the highest dose activity change, negative = inhibition, most hits filed as inhibitors. 360,000 tested, 0.46% active; further: potency means the concentration at half of the fitted maximal effect; on the % scale 0 is the no-effect control and ±100 the full control effect; nearly all actives have a fitted effect of over 55% in size
Target sequence (Q14191 whole entry, looked up): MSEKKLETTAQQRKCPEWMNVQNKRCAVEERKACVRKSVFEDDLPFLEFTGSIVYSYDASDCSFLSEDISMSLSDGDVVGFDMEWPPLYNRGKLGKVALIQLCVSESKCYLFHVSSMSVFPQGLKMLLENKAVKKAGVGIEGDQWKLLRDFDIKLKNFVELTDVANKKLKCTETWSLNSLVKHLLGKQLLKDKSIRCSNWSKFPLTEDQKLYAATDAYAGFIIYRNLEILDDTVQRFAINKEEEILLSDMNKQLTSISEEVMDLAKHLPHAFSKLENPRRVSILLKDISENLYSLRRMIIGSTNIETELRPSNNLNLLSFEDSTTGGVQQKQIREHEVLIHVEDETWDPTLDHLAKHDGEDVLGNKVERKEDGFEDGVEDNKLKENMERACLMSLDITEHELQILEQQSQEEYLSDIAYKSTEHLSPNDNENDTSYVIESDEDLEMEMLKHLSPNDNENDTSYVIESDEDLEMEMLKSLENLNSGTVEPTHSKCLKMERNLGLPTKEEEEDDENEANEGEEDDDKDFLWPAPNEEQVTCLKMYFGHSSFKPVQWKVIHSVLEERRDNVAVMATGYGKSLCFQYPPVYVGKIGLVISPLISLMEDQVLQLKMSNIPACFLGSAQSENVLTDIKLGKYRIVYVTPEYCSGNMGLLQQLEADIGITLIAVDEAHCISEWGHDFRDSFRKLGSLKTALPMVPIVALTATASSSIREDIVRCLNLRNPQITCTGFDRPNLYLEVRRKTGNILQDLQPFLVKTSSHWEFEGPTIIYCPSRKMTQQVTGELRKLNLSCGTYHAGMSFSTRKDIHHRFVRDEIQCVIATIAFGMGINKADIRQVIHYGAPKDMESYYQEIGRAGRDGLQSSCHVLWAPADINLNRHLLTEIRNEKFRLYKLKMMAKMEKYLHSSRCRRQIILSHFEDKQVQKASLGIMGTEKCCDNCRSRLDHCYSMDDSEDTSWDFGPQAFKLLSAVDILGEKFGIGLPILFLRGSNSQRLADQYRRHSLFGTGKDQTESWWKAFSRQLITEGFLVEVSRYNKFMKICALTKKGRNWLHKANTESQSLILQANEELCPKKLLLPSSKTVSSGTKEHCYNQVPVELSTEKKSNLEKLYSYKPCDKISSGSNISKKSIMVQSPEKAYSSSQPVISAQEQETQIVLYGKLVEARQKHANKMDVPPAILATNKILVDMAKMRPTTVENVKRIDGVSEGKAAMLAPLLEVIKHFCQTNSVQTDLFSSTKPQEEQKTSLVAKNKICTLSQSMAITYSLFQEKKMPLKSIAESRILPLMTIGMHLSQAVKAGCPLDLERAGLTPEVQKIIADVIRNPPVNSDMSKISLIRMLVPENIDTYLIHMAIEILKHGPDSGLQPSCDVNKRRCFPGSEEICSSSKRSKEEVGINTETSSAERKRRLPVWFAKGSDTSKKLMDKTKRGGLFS
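Screening of the MLSMR collection measured strand separation of a quenched forked DNA duplex (100 nM) by 20 nM WRN with 2 mM ATP, all final. Compounds were preincubated with enzyme 15 min at room temperature.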
IL-2 act: activators of IL-2; activation, % (series mostly up to about 46 µM); 360,000 tested, 0.065% active; IL-2 activation reporter assay, cell-based qHTS; stimulated with anti-CD3/CD4/CD28 beads; in transgenic mouse T cells; in the data active means activation above about 50%; inconclusive means mostly about 30% to 49%; further: 0% is about no effect
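Unstimulated transgenic mouse T cells, 750 per well, received compound and, after 60 minutes, anti-CD3/anti-CD4 bead plus anti-CD28 stimulation. EGFP and DsRed were quantified after 18 hours.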
PLK1 PBD block: blocks phosphopeptide binding to human PLK1 polo-box domain | P53350 | Plk1 PBD binding of FITC phosphopeptide, fluorescence polarization | Potency, µM, for inactives: max response, negative = inhibition, hits mostly inhibitors | 360,000 tested, 2.8% active; further: potency means the concentration at half of the fitted maximal effect; series mostly up to about 57 µM; on the % scale 0 is the no-effect control and ±100 the full control effect; nearly all actives have a fitted effect of over 65% in size
FUS suppressor: rescues growth of FUS-expressing yeast; S. cerevisiae FUS-expressing, growth rescue, OD600, 24 h; Potency, µM (series often up to 76.6 µM), for the others: at the top dose growth rescue (activation), usual class: activators; 390,000 tested, 0.24% active;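 further: potency means the concentration at half of the fitted maximal effect; plate controls were DMSO vehicle for no effect and reference control for full effect; nearly all actives have a fitted effect of over 55% in size; some results filed as inactive show a strong effect at the top dose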
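Steps: raffinose overnight preculture; dilution to OD 0.005 in 2% galactose minimal medium; compound addition (concentration series); 24hr at 30C, 99% humidity; absorbance read at 600 nm.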
* marks the source's active call; other numbers are inactive results; ? = inconclusive; . = not tested or not shown; & = joins results of further samples. Unless noted, the call rests on the fitted dose curve; in most records, active means well fitted curve in the direction sought with a large enough effect; inconclusive means small, poorly fitted or top-dose-only effect, or another doubt; inactive means no such curve, though single readings can be large; an effect the other way counts as inactive or inconclusive.

SMILES | Abeta yeast res | EPAC1 agonist | PI5P4K alpha inh | EPAC1 antagonist | WRN inhibitor | IL-2 act | PLK1 PBD block | FUS suppressor
Cc1noc(/C=C/N(C)C)c1S(=O)(=O)N1CCCC(C(=O)Nc2ccc3c(c2)OCO3)C1 (stereo not given) | 3% | -6% | 3 | ? | -3% | -0.5 | 2% | 5.6µM*
COC(=O)C1=C(N)OC2=C(C(=O)CC(C)(C)C2)C1c1ccccc1OC (stereo not given) | -1% | 3% | -6 | -11% | -3% | -0.1 | -11% | 1%
C=CCCN([C@@H](C)C(=O)OC)S(=O)(=O)c1ccccc1Br | 3% | 7% | -1 | -3% | -2% | -0.1 | -18% | -12%
CN(C)S(=O)(=O)n1cc(/C=C(\NC(=O)c2ccccc2F)C(=O)NCCCn2ccnc2)c2ccccc21 | 5%&-10% | 12% | 9 | -13% | 4% | -1.1 | -4% | 7%&0%
COc1ccc(CC(=O)N/N=C/c2cc(Br)cs2)cc1OC | 0% | 1% | 4 | -6% | 3% | 1.1 | 2% | -18%
COc1ccc(C(=O)Nc2nc3ccccc3[nH]2)cc1S(=O)(=O)N1CCOCC1 | -11% | 2% | 1 | -27% | 4% | -0.4 | -14% | -11%
COC(=O)c1sc(NC(=O)CC(C)C)c(C(=O)OC)c1C | 6% | -5% | 15 | -1% | -2% | 0.3 | 2% | 5%
Cn1c(C(=O)N2CCCC(C(=O)NCc3ccccc3)C2)cc2sccc21 (stereo not given) | 2% | -9% | -2 | -21% | 7% | -3.9 | -17% | -2%
COc1ccc(CNC(=O)C(C)N2CCN(c3ccc(C(C)=O)cc3)CC2)cc1 (stereo not given) | 0% | 5% | -1 | -17% | 2% | -0.3 | -9% | 18%
CC[C@]12c3[nH]c4ccccc4c3CCN1C(=O)C(CC(=O)NCCCn1ccnc1)C[C@@H]2C(=O)N1CCN(C(=O)C2CC2)CC1 (stereo not given in full) | -2% | 11% | -1 | 0% | -1% | -0.3 | -7% | -6%
Cc1nnc2sc(-c3ccc(NC(=O)c4ccc(-c5ccc(Cl)cc5Cl)o4)cc3)nn12 | 0% | -2% | . | 1% | -13% | 0.1 | -5% | ?
CCCCCn1cnc2c(sc3nc4c(cc32)CSC(C)(C)C4)c1=O | -14% | 7% | -10 | 12% | 13% | 2.0 | -8% | .
CCC(C)(C)C1CCC2(CC1)NC(=O)N(CC(=O)N1CCN(C(=O)c3ccco3)CC1)C2=O (stereo not given) | -10% | 10% | 1 | -12% | -4% | 1.0 | -5% | -4%
CC(=O)NC(CC(=O)Oc1ccc(C)cc1Br)c1ccccc1 (stereo not given) | 6% | 2% | 9 | 0% | -8% | -2.2 | 0% | 16%
CCc1ccccc1N1CC23C=CC(O2)C(C(=O)OCC(C)C)C3C1=O (stereo not given) | 1% | 7% | 9 | -13% | -2% | -0.3 | ? | -14%
O=C1C2ON(c3ccccc3)C(c3ccncc3)C2C(=O)N1c1ccc(Br)cc1 (stereo not given) | 24% | -8% | -8 | 13% | 0% | -1.1 | -5% | 26%
CC(C)(C)c1nnc(NC(=O)CS(=O)(=O)Cc2ccccc2)s1 | -3% | 5% | -6 | 8% | -1% | -0.4 | ? | 11%
Cc1oc(-c2ccccc2Cl)nc1CS(=O)(=O)CC(=O)NCCN1CCOCC1 | -11% | -10% | -4 | 13% | 7% | -2.7 | -2% | -22%
O=S(=O)(Nc1nc2ccccc2nc1NCC1CCCO1)c1cccs1 (stereo not given) | 14% | 5% | -1 | -10% | -6% | 1.2 | -2% | 5%
COc1ccc(CC(=O)N2CCC(Nc3nc4ccccc4n3Cc3ccc(F)cc3)CC2)cc1 | 4% | 4% | -2 | -2% | -8% | -1.4 | -2% | 24%
COCCCNC(=O)C[C@H]1C[C@H](C(=O)N2CCOCC2)[C@@]2(C)c3[nH]c4cc(CCC(=O)N(C)C)ccc4c3CCN2C1=O | 2% | 11% | -6 | -9% | -2% | 0.4 | ? | 4%
CC[C@H](C)[C@@H](CN[C@H](CCCCNC)CNC)NCC1CCCC1 | 0% | 8% | 9 | -1% | -5% | -2.9 | -5% | -22%
O=C(O)c1[nH]c2ccccc2c1C=NCc1ccccc1Cl | -4% | -8% | -16 | 1% | -5% | -2.0 | -8% | -26%
O=C(NNC(=O)c1ccccc1C(=O)O)c1ccc(O)cc1 | 8% | 16% | -1 | 2% | -2% | -0.7 | -14% | 7%
CC(C)CN1C(=O)CSCC1(C)C(=O)NC(C)C (stereo not given) | -10% | 12% | -1 | -3% | 3% | 0.2 | -15% | -11%
Cc1ccc(C(=O)NCCCNC(=O)c2ccco2)cc1 | 1% | 5% | -4 | -10% | 10% | 0.9 | -3% | 2%
N#Cc1c(-c2ccc(Cl)cc2)cc(-c2ccccc2)nc1SCC(=O)O | -12% | 8% | -8 | -27% | -20% | 2.0 | ? | 3%
Cc1cc(C)c(NC(=O)C2CCN(S(C)(=O)=O)CC2)c(C)c1 | 7% | -12% | -5 | -3% | 11% | -3.1 | 1% | -17%
CSC1=NS(=O)(=O)c2c(C)nn(C)c2S1 | 15% | -8% | -76* | 15% | 3% | -1.8 | 21µM* | -16%
C[C@H]1Cn2cnc(C(=O)Nc3ccccc3)c2C(=O)N1 | -4% | 1% | 0 | 14% | 6% | -1.3 | 1% | -20%
O=C(NCC1CCCO1)c1cccc(NC(=O)c2ccco2)c1 (stereo not given) | 14% | 5% | 2 | 1% | 0% | -0.4 | -8% | 3%
Cc1ccccc1N1CCN(Cc2c[nH]c3ccccc23)CC1 | -26% | 7% | . | 9% | -19% | -0.8 | 3% | ?
O=C(O)C1CCCN(S(=O)(=O)Cc2ccccc2)C1 (stereo not given) | 7% | -5% | -1 | -3% | 0% | -0.5 | 0% | -12%
CC(OC(=O)c1ccc(-n2cnnn2)cc1)C(=O)Nc1ccccc1[N+](=O)[O-] (stereo not given) | -6% | 7% | -1 | -17% | -3% | -0.8 | -1% | -13%
CC(C(=O)NCc1ccc2c(c1)OCO2)N(c1ccccc1)S(C)(=O)=O (stereo not given) | 9% | 0% | 4 | 0% | 2% | -4.7 | -1% | 3%
Cc1cc(S(=O)(=O)Nc2ccc(N3CCOCC3)cc2)ccc1Br | 8% | 5% | -5 | -15% | 4% | 0.2 | -5% | -1%
CCCCOc1ncnc2c1[nH]c1ccc(C)cc12 | 21% | 5% | 7 | 1% | -8% | -2.8 | 3% | -8%
CCOC(=O)c1cc(-c2ccc(Cl)s2)[nH]n1 | 19% | -5% | -2 | -16% | 3% | 1.5 | 5% | 8%
O=C(CN(c1ccc(Cl)c(C(F)(F)F)c1)S(=O)(=O)c1ccccc1)N1CCOCC1 | 5% | -17% | 3 | 0% | -10% | -0.4 | 1% | 33%
C[C@H]1CN([C@@H](C)CO)C(=O)CCCn2nncc2CO[C@H]1CN(C)C(=O)c1ccc(N2CCN(C)CC2)cc1 | -7% | -16% | -14 | 13% | 0% | -0.9 | -5% | -16%

Five compounds from above with just IL-2 act, EPAC1 antagonist and PI5P4K alpha inh.
Molecule | IL-2 act | EPAC1 antagonist | PI5P4K alpha inh
CC[C@]12c3[nH]c4ccccc4c3CCN1C(=O)C(CC(=O)NCCCn1ccnc1)C[C@@H]2C(=O)N1CCN(C(=O)C2CC2)CC1 (stereo not given in full) | -0.3 | 0% | -1
Cc1nnc2sc(-c3ccc(NC(=O)c4ccc(-c5ccc(Cl)cc5Cl)o4)cc3)nn12 | 0.1 | 1% | .
CCCCCn1cnc2c(sc3nc4c(cc32)CSC(C)(C)C4)c1=O | 2.0 | 12% | -10
CCC(C)(C)C1CCC2(CC1)NC(=O)N(CC(=O)N1CCN(C(=O)c3ccco3)CC1)C2=O (stereo not given) | 1.0 | -12% | 1
CC(=O)NC(CC(=O)Oc1ccc(C)cc1Br)c1ccccc1 (stereo not given) | -2.2 | 0% | 9

Going on with the list.
SMILES | Abeta yeast res | EPAC1 agonist | PI5P4K alpha inh | EPAC1 antagonist | WRN inhibitor | IL-2 act | PLK1 PBD block | FUS suppressor
COc1cc(NC(=S)NCCCO)c(OC)cc1Cl | 4% | -12% | -7 | 9% | 6% | -3.8 | 1% | 2%
CS(=O)(=O)c1ccc(N2CCN(S(=O)(=O)c3cccs3)CC2)c([N+](=O)[O-])c1 | -13% | -6% | 2 | -2% | 3% | -0.6 | -4% | 6%
O=C(Nc1cccc(S(=O)(=O)N2CCOCC2)c1)C1COc2ccccc2O1 (stereo not given) | -9% | -7% | -16 | -3% | -27% | -0.4 | -4% | 8%
CCCCOC(=O)NC1CCc2cc(OC)c(OC)c(OC)c2-c2ccc(SC)c(=O)cc21 (stereo not given) | 0% | 5% | 18 | 6% | -2% | -4.8 | -2% | .
CN1C(=O)/C(=C\c2cc(Br)cs2)c2ccccc21 | -6% | -13% | 15 | -8% | -1% | 2.9 | 10% | -17%
CCCCCCSc1ccc([C@H]2N[C@@](Cc3ccccc3)(C(=O)OC)[C@H]3C(=O)N(CC)C(=O)[C@@H]23)cc1 | 9% | 2% | 11 | -15% | -3% | -0.3 | -1% | 29%
Cc1ccc(C)c(OC(=O)c2cncc(Br)c2)c1 | 4% | -10% | -2 | 0% | -3% | -2.8 | -6% | .
O=C(O)COn1c(-c2ccccc2)nc2ccc(Cl)cc21 | -3% | -6% | -4 | 5% | 1% | -1.9 | -9% | -9%
Cc1cccc(NC(=O)C2CCCN(C(=O)NCc3ccccc3)C2)c1C (stereo not given) | -5% | -11% | 1 | 8% | -4% | -2.8 | -8% | -22%
Cc1ccc(NC(=S)N/N=C2\CC3CC=CC23)c(C)c1 (stereo not given) | 3% | 8% | -20 | -5% | 2% | 0.6 | ? | 11%
O=C(NCCCN1CCOCC1)c1cc(-c2ccc(F)cc2)on1 | 5% | 7% | . | 11% | 4% | -1.6 | -8% | 3%
S=C(NCC1CCCO1)N1CCN(c2ccccc2)CC1 (stereo not given) | 2% | -3% | 4 | -9% | 2% | 5.1 | -13% | 16%
COc1ccccc1CC(=O)Nc1cccc(C)n1 | 11% | 1% | -2 | 7% | 1% | 3.0 | -2% | 2%
C=CCn1c(SCCOc2ccc(OC)cc2)nnc1C(C)NC(=O)c1ccc(OC)cc1 (stereo not given) | -7% | 8% | . | -1% | -2% | -1.0 | -10% | -5%
COc1ccc(OC)cc1 | -16% | -27% | -10 | -4% | 7% | 0.4 | -4% | -21%
COc1ccc(/C=C2\SC(N)=NC2=O)cc1 | 16% | 0% | 6 | -6% | -14% | -0.7 | -11% | -4%

Single entries from above:
For IL-2 act, O=C(O)C1CCCN(S(=O)(=O)Cc2ccccc2)C1 (stereo not given) shows -0.5
For WRN inhibitor, Cc1cc(C)c(NC(=O)C2CCN(S(C)(=O)=O)CC2)c(C)c1 shows 11%
